Screens as filed in PubChem.
Pf growth 96h: Primary qHTS for delayed death inhibitors of the malarial parasite plastid, 96 hour incubation; AID 504834, 2011; Potency, µM (highest dose often 28.7 µM), inactives show top-dose activity change, negative = inhibition, actives largely listed as inhibitors; P. falciparum luciferase reporter growth, 96 h; hit rate 6.9% among 320,000; further: potency means the concentration at half of the fitted maximal effect; on the % scale 0 is the no-effect control and ±100 the full control effect
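Readout is luminescence from an integrated firefly luciferase in P. falciparum. Red cells, 2% hematocrit and 0.05% parasitemia final, were cultured with compound through two parasite generations (96 hours) at 37 C, 5% CO2.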
LmPK inh: qHTS Assay for Inhibitors of Leishmania Mexicana Pyruvate Kinase (LmPK). Q27686. purified LmPK, Kinase-Glo ATP luminescence, 1 h. Potency, µM (doses to about 57.5 µM), for inactives: top-dose activity change, negative = inhibition, usual class: inhibitors. hit rate 0.37% among 290,000; further: potency means the concentration at half of the fitted maximal effect; on the % scale 0 is the no-effect control and ±100 the full control effect
Target sequence (Q27686 whole entry, looked up): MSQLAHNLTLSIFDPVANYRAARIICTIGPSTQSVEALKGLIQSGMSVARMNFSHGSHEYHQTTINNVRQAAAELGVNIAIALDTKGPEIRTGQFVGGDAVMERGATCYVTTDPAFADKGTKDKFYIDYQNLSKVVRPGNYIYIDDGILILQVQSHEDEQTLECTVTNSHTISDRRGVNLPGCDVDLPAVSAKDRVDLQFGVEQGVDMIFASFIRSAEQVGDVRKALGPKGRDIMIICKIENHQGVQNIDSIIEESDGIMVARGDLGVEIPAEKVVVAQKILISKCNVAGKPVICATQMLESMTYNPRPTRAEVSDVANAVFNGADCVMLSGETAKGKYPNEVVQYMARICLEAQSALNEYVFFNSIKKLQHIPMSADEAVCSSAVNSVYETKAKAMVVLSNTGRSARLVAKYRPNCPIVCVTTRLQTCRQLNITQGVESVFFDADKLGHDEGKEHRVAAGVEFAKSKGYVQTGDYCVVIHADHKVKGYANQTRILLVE
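Screened at intermediate enzyme activity to detect both inhibitors and activators: LmPK at 0.1 nM, with a 0.5 nM enzyme column as activation reference. PEP 0.5 mM, ADP 0.1 mM; ATP detected by luminescence after 1 h.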
Shiga inhibitor: A qHTS for Small Molecule Inhibitors of Shiga Toxin. inhibition, % at 38.7 µM. Vero cells, Shiga toxin protein synthesis inhibition reporter. AID 2315, 2010. hit rate 9.2% among 290,000; in the data active means inhibition mostly above about 28%, no sharp cut-off; inactive means mostly below about 43%; further: 0% is about no effect
CHX counter: Cycloheximide Counterscreen for Small Molecule Inhibitors of Shiga Toxin. AID 2314, 2010. max response, %. hit rate 12% among 300,000. cell reporter, cycloheximide protein synthesis inhibition counterscreen; in the data active means max response mostly above about 13%, no sharp cut-off; inactive means mostly below about 14%; further: read at 38.3 µM for the half of the compounds with a filed dose; 0% is about no effect
HCV inh: qHTS Assay for Inhibitors of Hepatitis C Virus (HCV). Huh7.5.1 HCVcc-Cre infection, luciferase reporter, 44 h. Potency, µM (series often up to 41.8 µM), without a hit: at the highest dose activity change, negative = inhibition, actives largely listed as inhibitors. hit rate 3.4% among 340,000; further: potency means the concentration at half of the fitted maximal effect; on the % scale 0 is the no-effect control and ±100 the full control effect
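1,000 cells/well; 4 h culture; + compound; + HCVcc-Cre (~0.5 moi); 44 h; luciferase substrate, RT 15 min; read 15 sec.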
TbPYK inhibitor: qHTS of Trypanosoma Brucei Inhibitors; pyruvate kinase (Trypanosoma brucei), Q57TT1; TbPYK enzyme, Kinase-Glo Plus ATP luminescence, 45 min; Potency, µM (highest dose often 76.8 µM), for inactives: top-dose activity, negative = inhibition, actives largely listed as inhibitors; hit rate 0.12% among 410,000; AID 624173, 2012; further: potency means the concentration at half of the fitted maximal effect; on the % scale 0 is the no-effect control and ±100 the full control effect; nearly all actives have a fitted effect of over 50% in size
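Glycolytic pyruvate kinase of T. brucei was incubated with substrate, test compound and 130 uM ADP for 45 minutes at room temperature. Luminescent Kinase-Glo Plus signal was measured after 10 minutes.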
Pf growth 48h: Primary qHTS for delayed death inhibitors of the malarial parasite plastid, 48 hour incubation | Potency, µM (top dose mostly 28.7 µM), without a hit: at the top dose activity change, negative = inhibition, actives largely listed as inhibitors | AID 504832, 2011 | hit rate 5.9% among 310,000 | P. falciparum luciferase growth in erythrocytes, 48 h; further: potency means the concentration at half of the fitted maximal effect; on the % scale 0 is the no-effect control and ±100 the full control effect
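Parasite viability was followed by luminescence of a genomically integrated firefly luciferase. Cultures held 0.1% parasitemia at 2% hematocrit (final), incubated under 5% CO2 at 37 C.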
Numbers without * were called inactive; ? = inconclusive; nt = no result given; & = joins results of further samples; [ ] = dose if it differs, or a comment. Unless noted, the call rests on the fitted dose curve; in most records, active means well fitted curve in the direction sought with a large enough effect; inconclusive means small, poorly fitted or top-dose-only effect, or another doubt; inactive means no such curve, though single readings can be large; an effect the other way counts as inactive or inconclusive.

Sequence of screens – HCV inh	CHX counter	Pf growth 48h	LmPK inh	Pf growth 96h	Shiga inhibitor	TbPYK inhibitor
CCN(CC(=O)Nc1c(F)cccc1F)C(=O)C1CC1C (stereo unspecified)
→ -14.9%	nt	10.8%	nt	4.4%	nt	4.4%
O=c1[nH]c(SCc2ccc([N+](=O)[O-])cc2)nc2[nH]ncc12
→ 14.7%	11.9	?	-0.3%	7.38µM*	33.5	-8.2%
O=C(c1ccco1)N1CCCN(C(=O)c2ccco2)CC1
→ 9.5%	1.5	11.2%	-0.7%	nt	-10.5	-0.8%
O=C(CN1CCN(Cc2ccccc2F)C1=O)NCc1ccco1
→ 10.8%	-4.1	nt	0.7%	13.1µM*	-7.1	2.7%
Cc1cnc(NC(=O)c2ccc(OCC3CCCO3)cc2)s1 (stereo unspecified)
→ -19.5%	8.2	114.4%[activator]	-18.9%	263.0%[activator]	61.8	-7.0%
CCOP(=S)(OCC)SCOC(=O)NCC(=O)OC
→ 7.2%	-0.3	10.3%	1.5%	23.2%	28.7	-0.9%
Cc1ccc2ncccc2c1[N+](=O)[O-]
→ 5.4%	-1.6	28.5%	-1.8%	124.8%[activator]	-14.4	-23.6%
Cc1cccc(NC(=O)Cn2nc(C(F)(F)F)cc2C2CC2)c1
→ 17.1%	-7.3	-5.0%	2.2%	nt	-9.7	6.6%
CCOc1ccc(CNc2nnnn2C)cc1OC
→ 0.8%	-1.2	?	0.0%	-33.8%	-12.1	6.4%
CCOC(=O)c1ccc(NCc2ccc3c(c2)OCO3)cc1
→ -15.2%	34.7*	30.9%[activator]	1.1%	-9.4%	66.0*	0.7%
O=C(O)C(CO)N=Cc1c(O)c2ccccc2oc1=O (stereo unspecified)
→ ?	-2.9	31.1%[activator]	5.5%	-25.7%	-3.9	-11.2%
Cc1ccc(C(=O)COC(=O)CCC(=O)NC2CCCCC2)cc1[N+](=O)[O-]
→ 11.6%	-1.5	14.6%	-0.4%	-0.7%	-15.0	2.8%
CCCCCOc1ccc(/C=C/c2c([N+](=O)[O-])c(=O)n(C)c(=O)n2C)cc1
→ -15.6%	10.2	11.7µM*	-2.7%	?	-12.1	3.5%
COc1ccc(N(C)C(=O)c2cnc(N3CCN(c4ncccn4)CC3)c3ccccc23)cc1
→ -21.9%	-6.9	?	-1.9%	?	-5.7	-16.1%
COc1ccccc1-c1nnc(SCC(=O)c2ccc(C3CCCCC3)cc2)n1Cc1ccco1
→ ?	8.0	?	-2.8%	nt	-11.7	4.4%
CCS(=O)(=O)N1CCN(Cc2c[nH]c3ccccc23)CC1
→ -19.2%	-1.2	17.9%	-7.6%	-5.1%	-5.1	-7.6%
CCCCCn1c(=N)c(S(=O)(=O)c2ccc(Cl)cc2)cc2c(=O)n3cccc(C)c3nc21
→ ?	-4.8	1.85µM*	0.0%	11.8%	16.3	-2.4%
Cc1cc(C)cc(OCCCCCNCCO)c1
→ ?	-0.8	?	3.8%	3.1%	-5.2	-7.7%
O=C(c1ccco1)N1CCN(CC(O)Cn2c3ccccc3c3ccccc32)CC1 (stereo unspecified)
→ -25.9%	8.6	nt	12.0%	?	25.4	0.9%
CC(=O)c1ccc(N2CCN(C(=O)C3CCCN3S(=O)(=O)c3cccc4nsnc34)CC2)cc1 (stereo unspecified)
→ 15.9%	7.7	?	0.3%	13.1µM*	18.7	3.1%
Cc1ccc(NC2CCCN(C(=O)c3ccc(F)cc3)C2)cc1C (stereo unspecified)
→ -4.3%	-1.2	9.6%	-8.4%	-24.2%	-3.4	?
O=S(=O)(c1ccc(Cl)cc1)N1CCCC1c1nc2ccccc2s1 (stereo unspecified)
→ -13.0%	-1.2	-17.0%	4.1%	5.2%	-10.3	-3.7%
Cc1ccc(CNC(=O)Cn2ccc(NC(=O)OCc3ccccc3)nc2=O)o1
→ 13.7%	nt	0.0%	nt	2.0%	nt	-9.3%
O=C(O)CSc1nnc(Cn2cnc3ccccc32)n1CCc1ccccc1
→ 19.6%	-0.7	10.0%	6.7%	-6.6%	-7.2	6.8%
CCOc1ccccc1NC(=O)C1=C(C)NC(=O)NC1c1cccs1 (stereo unspecified)
→ -3.3%	6.1	?	11.1%	?	-3.7	2.0%
O=C(COc1ccc(Cl)cc1)NC1CN2CCC1CC2 (stereo unspecified)
→ -18.6%	-4.0	13.9%	2.8%	-15.7%	-8.6	-1.3%
C=CCNC(=O)c1ccc(N(Cc2ccccc2)S(C)(=O)=O)cc1
→ -3.5%	1.4	14.4%	-6.8%	-12.9%	-6.5	-1.0%
COC(=O)c1ccccc1S(=O)(=O)N1CCC(C(=O)OCc2cccc(OC)c2OC)CC1
→ -0.4%	nt	?	nt	-7.3%	nt	1.5%
CCCc1cc(-c2n[nH]c(=S)n2CC)cs1
→ 25.4%	-0.5	18.7%	?	-6.0%	5.8	8.91µM*
O=C(N/N=C/c1ccccn1)c1cccc(NC(=O)c2ccc(Cl)cc2)c1
→ ?	13.0	?	-7.5%	34.1%[activator]	24.3	6.3%

Shown in markdown: part of the list above
| SMILES | HCV inh | CHX counter | Pf growth 48h | LmPK inh | Pf growth 96h | Shiga inhibitor | TbPYK inhibitor |
| --- | --- | --- | --- | --- | --- | --- | --- |
| Cc1ccc(NC2CCCN(C(=O)c3ccc(F)cc3)C2)cc1C (stereo unspecified) | -4.3% | -1.2 | 9.6% | -8.4% | -24.2% | -3.4 | ? |
| O=S(=O)(c1ccc(Cl)cc1)N1CCCC1c1nc2ccccc2s1 (stereo unspecified) | -13.0% | -1.2 | -17.0% | 4.1% | 5.2% | -10.3 | -3.7% |
| Cc1ccc(CNC(=O)Cn2ccc(NC(=O)OCc3ccccc3)nc2=O)o1 | 13.7% | nt | 0.0% | nt | 2.0% | nt | -9.3% |

The listing continues.
Sequence of screens – HCV inh	CHX counter	Pf growth 48h	LmPK inh	Pf growth 96h	Shiga inhibitor	TbPYK inhibitor
CCCCSP1(=S)NCCCN1
→ 21.3%	4.6	33.8%[activator]	-4.5%	1.2%	3.8	-8.3%
CCOc1ccc2[nH]c(=O)c(CN(CCO)C(=O)c3ccc(Br)cc3)cc2c1
→ -4.3%&13.1%	-1.1	?	6.0%	6.6%	-9.0	-5.2%
O=C(Nc1ccc(SC(F)F)cc1)c1ccc2c(=O)n3c(nc2c1)CCC3
→ 3.98µM*	nt	186.0%[activator]	nt	157.6%[activator]	nt	1.3%
Cc1cc(Cl)ccc1OCC(=O)NN1C(=O)C2C3C=CC(C3)C2C1=O (stereo unspecified)
→ 7.4%	-1.0	41.9%[activator]	0.9%	-17.8%	-8.7	0.4%
CCc1ccc(-n2cc(-c3ccc([N+](=O)[O-])cc3)[nH]c2=S)cc1
→ 5.5%	12.8	12.8%	-7.1%	?	7.6	-20.9%
CC(=O)Nc1ccc(NC(=O)COC(=O)Cc2c[nH]c3ccccc23)cc1
→ 13.3%	-2.0	-20.1%	0.5%	?	7.0	-14.6%
COc1ccc(S(=O)(=O)Nc2cccc(Cl)c2)cc1OC
→ 5.0%	-10.6	5.4%	15.9%	15.0%	-13.9	nt
CCOC(=O)[C@H]1[C@H]2COc3ccc(Cl)cc3[C@@H]2N2C(=O)c3ccc(Cl)cc3NC(=O)[C@@]12C
→ 2.5%	nt	10.4µM*	nt	13.1µM*	nt	-0.1%
COc1ccc(C(=O)COC(=O)c2ccc3c(c2)OCO3)c(OC)c1
→ 2.6%	nt	60.0%[activator]	nt	38.4%	nt	-8.3%
C(=N\N1CCOCC1)/c1ccsc1
→ 3.6%	4.3	4.0%	-1.0%	-5.8%	1.7	3.3%
O=C(CN1C(=O)S/C(=C/c2ccccn2)C1=O)N1CCOCC1
→ ?	10.1	-7.8%	-10.8%	?	22.5	4.6%
O=C(COC(=O)c1ccco1)Nc1cccc(Br)c1
→ -2.7%	-6.1	2.6%	5.5%	86.5%[activator]	31.6	-0.8%
Cc1nonc1OCCN1CCN(c2ccc([N+](=O)[O-])cc2)CC1
→ ?	19.6*	?	4.4%	?	19.0	3.3%
COCCN1C=C(C(=O)OC)C(c2cc(Br)c(OC)c(OC)c2)C(C(=O)OC)=C1
→ -24.8%	11.7	3.29µM*	1.1%	3.9%	16.6	1.9%
Cc1ccnn2cc3c(=O)n(C)c(=O)n(C)c3c12
→ nt	28.3	22.8%	-3.7%	84.5%[activator]	-10.5	nt
CNC(=O)CC1C(=O)N(c2ccc(F)cc2)C(=S)N1NC(=O)c1ccc(Br)cc1 (stereo unspecified)
→ -7.0%	8.6	?	0.0%	-13.5%	26.6	-1.7%
CCN(CC(=O)Nc1ccc2c(c1)OCCO2)C(=O)/C=C/c1ccc([N+](=O)[O-])cc1
→ ?	nt	-15.0%	nt	-25.3%	nt	4.5%
CN(C)c1ccc(C2Nc3ccccc3C(=O)N2NS(=O)(=O)c2ccccc2)cc1 (stereo unspecified)
→ ?	7.7	15.8%	3.3%	7.2%	38.1	-8.8%
CCCCCCCNC(=O)C1(CC2CC(c3cccc(Br)c3)=NO2)CCN(C(=O)CCCCCBr)CC1 (stereo unspecified)
→ ?	nt	13.1µM*	nt	?	nt	-3.0%
CCn1c(=O)c([N+](=O)[O-])c(NCC(O)c2ccccc2)c2ccccc21 (stereo unspecified)
→ -18.5%	-3.8	51.8%[activator]	-0.2%	-3.4%	-14.0	-1.1%
CCN(CC)CCn1c2c(c(SCC(=O)Nc3ccc(C)c(F)c3)nc1=O)CCC2
→ -29.0%[8.37 µM]	nt	21.9%	nt	52.7%[activator]	nt	1.7%
COc1ccccc1NC(=O)c1c(N=Cc2c(O)ccc3ccccc23)cnn1C
→ ?	0.3	7.38µM*	4.8%	?	10.5	1.9%
CC1CCCCC1NC(=O)COCc1cc(-c2cccs2)on1 (stereo unspecified)
→ 4.8%	14.9	62.3%[activator]	-6.2%	46.0%[activator]	-0.7	-1.1%
Cc1nc(NC(C)C(=O)O)c2nc(C)oc2n1 (stereo unspecified)
→ 9.2%	-1.2	11.3%	-0.4%	9.0%	-1.3	-5.8%
CCCN1CCN(C(=S)Nc2ccc([N+](=O)[O-])cc2)CC1
→ 5.5%	-1.0	-14.9%	-4.9%	-102.3%	1.8	-10.2%
NS(=O)(=O)c1ccc(NC(=O)COC(=O)COc2ccccc2)cc1
→ 3.4%	26.5	5.7%	0.3%	-10.5%	-7.9	2.9%
COc1ccc(CN2C(=NC(=O)C3CCCCC3)SC3CS(=O)(=O)CC32)cc1 (stereo unspecified)
→ 1.8%	-5.2	?	2.5%	14.7µM*	-6.7	-1.4%
O=C(C/C=N/OCc1ccc(F)cc1Cl)c1cnc(-c2ccccc2)s1
→ -2.9%	-3.3	5.4%	6.2%	19.5%	16.5	-10.1%
COc1cc(/C=C2/SC(=O)NC2=O)ccc1OC(=O)c1ccco1
→ 2.1%	-2.8	0.8%	?	?	-5.0	-2.7%
Cc1c(Cl)c([N+](=O)[O-])nn1CC(=O)NC12CC3CC(CC(C3)C1)C2
→ -4.5%	-1.9	nt	7.5%	?	-7.7	-4.0%
CC(C)NC(=O)Cn1cc(C(=O)C(=O)N2CCOCC2)c2ccccc21
→ 21.2%	-2.9	-9.8%	8.6%	38.8%[activator]	-9.2	-1.5%
